# USP2a inh = qHTS Assay for Inhibitors of Ubiquitin-specific Protease USP2a Using CHOP2 as the Reporter. Ubiquitin carboxyl-terminal hydrolase 2 (Homo sapiens), O75604. USP2 core, Ub-CHOP2 coupled fluorogenic reporter, 485/531. Potency, µM (titrated, usually from 38.3 µM), for inactives: at the top dose activity change, negative = inhibition, most hits filed as inhibitors. 330,000 tested, 0.01% active. AID 463254, 2010;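 also: potency is read from the fitted curve at half-maximal effect; plate controls were DMSO wells for no effect and full inhibition by NEM control for full effect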
#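 USP2 core (10nM final) preincubated 30min RT with compound in 20mM Tris-HCl pH 8.0, 2mM CaCl2, 2mM beta-mercaptoethanol, 0.05% CHAPS; 25nM Ub-CHOP2 plus 25nM reporter substrate added, fluorescence (Ex485/Em531) read after 60min.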
# TCR activator = Activators of T cell receptors: qHTS campaign; AID 504894, 2011; Potency, µM (highest dose often 9.22 µM), for the others: top-dose activation of IL-2 secretion, hits mostly activators; primary human leukocytes, anti-CD3, IL-2 HTRF, 48 h; 330,000 tested, under 10 active; also: % of control where 0% means no effect
#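 Compounds are tested in HTS on primary human leukocytes co-incubated with a-CD3 beads for 48 hr. IL-2 output is measured by time-resolved FRET.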
# ELG1 repair inh = qHTS screen for small molecules that inhibit ELG1-dependent DNA repair in human embryonic kidney (HEK293T) cells expressing luciferase-tagged ELG1 | HEK293T ELG1-luciferase reporter, luminescence, 16 h; DNA damage induced by 5-fluorouridine | Potency, µM (doses to about 46.1 µM), without a hit: at the highest dose activity change, negative = inhibition, most hits filed as inhibitors | 330,000 tested, 2.3% active; also: potency is read from the fitted curve at half-maximal effect; % is scaled to controls: 0 for no effect and ±100 for the full control effect; nearly all actives have a fitted effect of over 55% in size
#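 Luminescence from the luciferase reporter, measured 30 min after ONE-Glo reagent at room temperature, was the read-out. Beforehand, 2,000 cells per well were exposed for 16 hr at 37 °C to 5-fluorouridine together with compound or vehicle.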
# KCNH2 3.1 inh = qHTS for Inhibitors of KCHN2 3.1: Mutant qHTS; Potassium voltage-gated channel subfamily H member 2, brain isoform KCNH2 3.1 (human); U2OS KCNH2 3.1, thallium flux FluxOr; stronger effect = lower value; activity change, % (tested at about 1.8 µM); 340,000 tested, 0.95% active;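 active = maximum activity change below -70%; inconclusive = maximum activity change from -70% to -50%; inactive = maximum activity change above -50%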;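 also: thallium influx rate constant from kinetic fluorescence after stimulation buffer; % is scaled to controls: 0 for no effect and ±100 for the full control effect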
#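 Normalized rate constant (relative to positive and negative DMSO controls) derived from a 2 min kinetic fluorescence read after stimulation; U2OS cells expressing the 3.1 isoform via virus at 1.77 x 10^8 /mL.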
# TSHR antag = Antagonists of the Thyroid Stimulating Hormone Receptor: HTS campaign; TSHR-expressing cells, TSH-stimulated cAMP HTRF, 2 h; stronger effect = lower value; activity change, negative = inhibition, % at 11.5 µM; 330,000 tested, 0.2% active; AID 504810, 2011;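 active = activity change below a set negative limit, meaning inhibition stronger than a set level, cut at about -70% in these data; inconclusive = activity change between two set negative limits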; also: % is scaled to controls: 0 for no effect and ±100 for the full control effect
# Target sequence (P16473 whole entry, looked up): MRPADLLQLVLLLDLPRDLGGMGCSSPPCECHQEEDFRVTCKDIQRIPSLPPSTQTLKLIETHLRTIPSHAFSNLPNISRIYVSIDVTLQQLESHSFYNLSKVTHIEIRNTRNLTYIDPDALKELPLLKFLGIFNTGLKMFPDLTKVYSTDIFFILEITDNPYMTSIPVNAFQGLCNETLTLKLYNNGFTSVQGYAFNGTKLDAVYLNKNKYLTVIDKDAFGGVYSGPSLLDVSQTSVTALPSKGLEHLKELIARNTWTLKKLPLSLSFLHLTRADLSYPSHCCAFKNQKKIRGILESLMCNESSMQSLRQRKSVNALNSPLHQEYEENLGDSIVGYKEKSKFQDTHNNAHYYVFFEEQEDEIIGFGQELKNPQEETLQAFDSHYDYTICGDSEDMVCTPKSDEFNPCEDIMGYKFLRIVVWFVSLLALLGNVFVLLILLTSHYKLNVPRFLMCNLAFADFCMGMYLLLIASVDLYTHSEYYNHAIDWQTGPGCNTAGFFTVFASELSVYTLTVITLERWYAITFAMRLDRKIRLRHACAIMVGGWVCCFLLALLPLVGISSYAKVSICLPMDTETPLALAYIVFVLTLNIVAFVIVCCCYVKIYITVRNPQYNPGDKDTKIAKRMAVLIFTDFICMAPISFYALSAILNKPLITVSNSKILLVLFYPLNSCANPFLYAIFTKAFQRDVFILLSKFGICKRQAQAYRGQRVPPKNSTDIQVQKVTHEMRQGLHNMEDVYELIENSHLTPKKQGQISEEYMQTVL
#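 Competitive HTRF cAMP read-out (cryptate anti-cAMP antibody, cAMP-d2; 30 min, room temperature) in freshly harvested TSHR cells. Compounds added before TSH at EC80 (4nM final), followed by 2 hours' incubation at 37 deg C.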
# hERG WT inh = qHTS for Inhibitors of KCHN2 3.1: Wildtype qHTS. activity change, % at 1.84 µM. 340,000 tested, 0.37% active. Voltage-gated inwardly rectifying potassium channel KCNH2 (Homo sapiens), Q12809. U2OS, BacMam KCNH2, thallium flux FluxOr; stronger effect = lower value;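 active = maximum activity change below -70%; inconclusive = maximum activity change between -70% and -50%; inactive = maximum activity change above -50%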; also: % is scaled to controls: 0 for no effect and ±100 for the full control effect
#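 U2OS cells were transduced with wild-type KCNH2 virus (2.03 x 10^8 / mL) for 4 h at room temperature, then cultured overnight at 37 C. Thallium flux was read with FluxOr dye. Rate constants were normalized to DMSO controls.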
# Eya2 phos inh = qHTS Assay for Inhibitors of the Phosphatase Activity of Eya2 | recombinant Eya2, OMFP fluorescence dephosphorylation (OMFP is methylfluorescein phosphate) | Potency, µM (titrated, usually from 76.9 µM), inactives show at the highest dose activity, negative = inhibition, actives largely listed as inhibitors | 330,000 tested, 0.006% active | AID 488837, 2010; also: potency is read from the fitted curve at half-maximal effect; % is scaled to controls: 0 for no effect and ±100 for the full control effect
#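 Eya2 protein (added as 0.2 uM solution) was preincubated with compound for 10 min at ambient temperature in 50 mM HEPES pH 7.5, 50 mM NaCl, 5 uM MgCl2, 0.05% BSA, 1 mM DTT. OMFP (added at 50 uM) then reacted 10 min; fluorescence read at 485/525 nm.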
# TRPV1 ag = HTS Assay for Compounds that Act as Agonists of the Vanilloid Receptor 1; 320,000 tested, 0.19% active; TRPV1-expressing cells, Fluo-8 calcium influx, agonist mode; activation, % at 8.33 µM; in the data active = activation above about 80%; inconclusive = between about 30% and that limit; also: 0% is about no effect
#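 Fluo-8 calcium influx in TRPV1-expressing cells, kinetic read (ex 480/em 520 nm). Compound added and read 3 min for agonist activity, followed by capsaicin at EC20 final and 2 min further read for enhancement.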
# Mito fusion yeast = qHTS Assay for Small Molecule Inhibitors of Mitochondrial Division or Activators of Mitochondrial Fusion. 320,000 tested, 0.23% active. S. cerevisiae fusion-defective mutant growth rescue, CellTiterGlo 48 h. Potency, µM (series often up to 46.1 µM), for inactives: at the highest dose growth rescue (activation), actives largely listed as activators;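 also: potency is read from the fitted curve at half-maximal effect; % of control where 0% means no effect; nearly all actives have a fitted effect of over 45% in size; temperature-sensitive fusion mutants such as fzo1-1 at 37 °C on non-fermentable ethanol glycerol medium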
#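 S. cerevisiae fusion-defective temperature-sensitive mutants (e.g. fzo1-1, mgm1-5) grown 48 h at 37C in YPEG (ethanol/glycerol non-fermentable) medium with 23 nl compound per well; growth rescue read as CellTiterGlo luminescence.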
# A-T KAP1 phos = qHTS Assay for Identifying a Potential Treatment of Ataxia-Telangiectasia. […] A-T fibroblasts, KAP-1 phosphorylation AlphaLISA; neocarzinostatin DNA damage 30 min before lysis. Potency, µM (series often up to 57.5 µM), without a hit: top-dose activation, actives largely listed as activators. 320,000 tested, 0.19% active. AID 485349, 2010; also: potency is read from the fitted curve at half-maximal effect; % of control where 0% means no effect; nearly all actives have a fitted effect of over 45% in size
#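 ATM-like activity read as KAP-1 phosphorylation via AlphaLISA donor/acceptor antibody pairs after lysis and 6 hr at 25C. Cells were ATM-null patient fibroblasts ([…], hTERT), dosed 60 min, then exposed to the DSB inducer NCS for 30 min.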
# * = called active by the depositor; ? = inconclusive; / = not tested or not shown; [ ] = another dose, or the depositor's remark. Unless noted, calls follow the shape of the dose curve; as a rule, active = well fitted curve in the direction sought with a large enough effect; inconclusive = small, poorly fitted or top-dose-only effect, or another doubt; inactive = no such curve, though single readings can be large; an effect the other way counts as inactive or inconclusive. Some of the compounds tested, so the mix of outcomes need not match the whole.
SMILES,USP2a inh,TCR activator,ELG1 repair inh,KCNH2 3.1 inh,TSHR antag,hERG WT inh,Eya2 phos inh,TRPV1 ag,Mito fusion yeast,A-T KAP1 phos
CCCN(CCC)c1nc(NC2CCN(C(=O)OCC)CC2)nc(OC)n1,-8%,3%,?,18,-12,-7,-19%,?,2%,-3%
O=c1c2c(nc3c(-c4ccc(Cl)cc4)c[nH]n13)CCC2,0%,4%,13µM*,-2,4,1,0%,-5,1%,-3%
C[C@@H]1COC(=O)[C@H](CC(=O)OC(C)(C)C)C/C=C\C[C@H](CC(=O)N(CCO)Cc2ccccc2)C(=O)N1,3%,-5%,13%,/,0,/,11%,/,/,5%
CCN1CCN(c2cc(C)c3cc(NC(=S)N4CCCC(C)C4)ccc3n2)CC1 (configuration not stated),-5%,6%,18%,-10,-7,10,6%,-2,-3%,-1%
COc1cc(OC)c(C(=O)OC(C)C(=O)NCc2ccc3c(c2)OCO3)cc1OC (configuration not stated),2%,-7%[46.1 µM],?,1,5,-2,4%,/,/,11%
C[C@@H](NC(=O)Cn1ccc(N)nc1=O)c1cccc2ccccc12,-2%,11%,23%,10,-8,11,-24%,-6,-1%,11%
CN(C)c1ccc(-c2nnn(Cc3ccccc3Br)n2)cc1,0%,4%,22%,-93*,-5,-31,-3%,15,6%,8%
C=CCc1cccc2cc(C(=O)Nc3ccccc3C(=O)O)c(=O)oc12,6%,-8%,?,24,-24,-3,22%,-4,-3%,-7%
CC(C)c1nnc(NC(=O)CCC(=O)NC2CC2)s1,2%,-1%,?,13,10,-10,1%,-1,0%,-4%
COc1ccccc1NC(=O)C1CCCN(S(=O)(=O)c2c(C)noc2C)C1 (configuration not stated),3%,-2%,-8%,9,3,19,10%,3,2%,-9%
CCCc1cc(=O)[nH]c(SCC(=O)NC2(C#N)CCCCC2)n1,1%,1%,12%,3,3,-6,10%,0,1%,2%
O=C(O)c1ccc(NC(=O)c2ccc(COc3ccc(Cl)cc3)o2)cc1,6%,1%,-9%,-8,-9,-4,-24%,2,12%,1%
COc1ccccc1OCC(=O)/C=C1/N(C)c2ccccc2C1(C)C,4%,-9%,?,-26,-43,-26,-12%,-1,3%,14%
CCCCc1c(O)nc(SCC(=O)Nc2ccc3c(c2)CCC3)[nH]c1=O,-1%,-2%,3%,3,-6,2,20%,0,-2%,2%
COc1ccc(CCNS(=O)(=O)c2ccc3c(c2)NC(=O)CS3)cc1OC,-1%,-1%,-10%,22,19,-2,-15%,-1,0%,4%
COc1ccc(CNC(=O)Cn2nc([N+](=O)[O-])cc2C)cc1,1%,-1%,-8%,-1,-7,-6,4%,3,-1%,-11%
CN1CCN(C(=O)/C(=C\c2cccs2)NC(=O)c2ccco2)CC1,-1%,2%[46.1 µM],19%,-7,-1,-2,-4%,3,-1%,-5%
O=C(CSc1nnc(Cn2nnc3ccccc32)o1)N(Cc1ccc(Cl)cc1)c1ccccc1,-5%,5%,-21%,-8,-38,-8,-19%,2,27%,-3%
O=C(COc1cccc(NC(=O)c2ccco2)c1)c1ccc(F)cc1,-2%,-7%,-2%,-33,-7,1,3%,18,10%,7%
CC(=NCc1ccncc1)C1=C(O)c2ccccc2C1=O,4%,/,?,/,-6,/,12%,-3,-5%,2%
CCOC(=O)N1CCN(C(=O)c2ccc3c(c2)N(Cc2cccc(Cl)c2)C(=O)c2ccccc2S3=O)CC1 (configuration not stated),1%,-3%,?,-16,-9,40,12%,1,-5%,-7%
CCCCn1nc(C(=O)Nc2ccc3c(c2)OCCO3)c2ccccc2c1=O,0%,-1%,?,-1,4,0,-8%,18,21%,12%
COc1ccc(S(=O)(=O)NCc2ccccn2)cc1,5%,-4%,-6%,0,1,-1,2%,3,-3%,5%
COc1ccc(-c2csc(NC(=O)c3nc(-c4ccccc4)oc3C)n2)cc1,-1%,-3%,6%,-8,8,2,-1%,1,1%,5%
c1ccc(CCC2Cc3ccccc3N2)cc1 (configuration not stated),3%,-3%,?,-18,-15,-1,-18%,3,1%,4%
Cc1cccc(Cc2cnc(NC(=O)CN3C(=O)/C(=C/c4ccccc4)SC3=S)s2)c1,-4%,0%,?,7,5,5,-1%,2,2%,/
CCOC(=O)c1ccc(NC(=O)COc2ccccc2CNCCO)cc1,-5%,4%,-11%,-12,-16,1,-14%,7,15%,1%
COc1ccc(CN2C(=O)C3C4C=CC(C4)C3C2=O)cc1 (configuration not stated),2%,0%,2%,-6,1,14,-4%,0,0%,-7%
O=C1Nc2ccc(Br)cc2C1(O)c1ccc(F)cc1 (configuration not stated),2%,-4%,0%,-8,-2,1,4%,-3,1%,17%
Cc1ccc(N(C)C(=O)CC(C)S(=O)(=O)c2ccc3c(c2)NC(=O)CO3)cc1 (configuration not stated),1%,-1%,-3%,0,11,10,-5%,18,0%,-1%
Cc1oc(C)c(C(=O)Nc2ccc(CC(=O)O)cc2)c1C(=O)Nc1ccc(CC(=O)O)cc1,2%,-4%,-1%,9,-6,-6,-3%,1,-3%,-2%
O=C(Nc1ccc(N2CCOCC2)c(Cl)c1)c1ccc(F)cc1,0%,4%[46.1 µM],?,-1,-11,4,3%,?,18%,0%
COc1ccccc1NC(=O)NCCN1CCN(C(=O)Nc2ccccc2OC)CC1,1%,1%,-12%,4,18,5,-11%,0,-1%,1%
COc1ccc(C(=O)OC(C)C(=O)NC2CCCCC2C)cc1S(=O)(=O)N1CCOCC1 (configuration not stated),0%,4%,?,3,13,-11,-11%,-4,4%,1%
CN=C1S/C(=C/c2cn(CC(=O)OC)c3ccccc23)C(=O)N1C,5%,-27%,-18%,25,-2,5,-6%,10,4%,-3%
CCO[C@@H]1OC(C(=O)N2CCN(Cc3ccc4c(c3)OCO4)CC2)=C[C@H](C2CCCCC2)[C@H]1CCCO,-5%,8%,?,/,-1,/,-22%,1,-1%,13%
N#Cc1ccc2[nH]cc(CCO)c2c1,0%,-2%,8%,8,11,26,11%,2,0%,3%
Cc1ccc(NC(=O)CCS(=O)(=O)c2cccc3nonc23)cc1Cl,1%,-7%,0%,16,32,1,8%,-3,5%,3%
COc1ccc(-c2cc(C(=O)N(C)CC(=O)Nc3cccc(F)c3)c3ccccc3n2)cc1,-1%,12%,?,8,-5,1,-13%,13,?,7%
CC1(OC(=O)C2CCCC2)C(=O)C=C2C=C(c3ccsc3)N(c3ccccc3)C=C2C1=O (configuration not stated),2%,-10%,-13%,2,-5,7,2%,0,3%,-10%

# Entries of single compounds, looked up by structure. Screens in order: USP2a inh, TCR activator, ELG1 repair inh, KCNH2 3.1 inh, TSHR antag, hERG WT inh, Eya2 phos inh, TRPV1 ag, Mito fusion yeast, A-T KAP1 phos
# `CC1(OC(=O)C2CCCC2)C(=O)C=C2C=C(c3ccsc3)N(c3ccccc3)C=C2C1=O` (configuration not stated) as listed: 2%, -10%, -13%, 2, -5, 7, 2%, 0, 3%, -10%
# `CCO[C@@H]1OC(C(=O)N2CCN(Cc3ccc4c(c3)OCO4)CC2)=C[C@H](C2CCCCC2)[C@H]1CCCO` as listed: -5%, 8%, ?, /, -1, /, -22%, 1, -1%, 13%

# The listing continues:
SMILES,USP2a inh,TCR activator,ELG1 repair inh,KCNH2 3.1 inh,TSHR antag,hERG WT inh,Eya2 phos inh,TRPV1 ag,Mito fusion yeast,A-T KAP1 phos
CC(C)(C)OC(=O)C[C@@H]1C/C=C\C[C@H](CC(=O)N(CCO)Cc2ccccc2)C(=O)N[C@@H](Cc2c[nH]c3ccccc23)COC1=O,2%,9%,8%,6,-7,-2,-6%,/,/,5%
COc1cc(CCCN2CCNC[C@H]2Cc2ccc(O)cc2)cc(OC)c1OC,1%,-1%,30%,9,1,20,10%,-2,9%,16%
CC(=O)NC1C(OCc2ccccc2)OC2COC(c3ccccc3)OC2C1OCC(=O)O (configuration not stated),2%,0%,?,16,29,6,9%,-2,16%,-5%
NN1C(=O)/C(=C2/Sc3ccccc3N2CCCS(=O)(=O)O)SC1=S,5%,/,3%,11,31,3,10%,-3,-1%,1%
O=C(CCS(=O)(=O)Cc1ccc(Cl)cc1)NCCCN1CCN(c2ccccc2F)CC1,5%,5%,?,-4,-23,6,-15%,-8,-6%,/
Cc1nc2ccc(S(=O)(=O)N(C)CC(=O)NCCc3ccccc3)cc2s1,2%,-1%,-17%,-7,5,-16,12%,5,9%,4%

# From PubChem BioAssay
